UPR CHOP act = apoptotic UPR (CHOP) activation; activation, % at 10 µM; 330,000 tested, 0.34% active; AID 449763; CHO-CHOP luciferase reporter, luminescence; percent of tunicamycin response over DMSO baseline;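 active = at 10 µM dose, activation of 40% or more, normalized to positive control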;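 note: 100% = tunicamycin at 10 µg/mL and 0% = DMSO alone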
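System: CHO-CHOP luciferase reporter cell line; amount: 500 cells/well; buffer or medium: F12 medium containing 10% fetal bovine serum; incubation: 6 h compound exposure at 37 °C after overnight seeding; measured by: luciferase luminescence after 10 min with Steady-Glo reagent; evaluation: % reporter activation, DMSO baseline versus tunicamycin full activation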
tim23-1 inh = inhibits growth of tim23-1 mutant yeast; S. cerevisiae tim23-1 growth, BacTiter-Glo luminescence, 24 h; inhibition, % at 20 µM; 330,000 tested, 1.3% active; AID 463212;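 active = growth inhibition of the mutant yeast at or above 50%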;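 note: temperature-sensitive mutant grown at 25 °C; plate controls were DMSO-treated mutant yeast for no effect and medium wells lacking yeast for full effect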
UPR XBP1 act = activators of adaptive arm of unfolded protein response (XBP1); CHO-XBP1 luciferase reporter, IRE1-XBP1 UPR activation, luminescence; percent of tunicamycin response, DMSO as zero; activation, % at 20 µM; 330,000 tested, 0.33% active;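 active = versus positive control, 20 µM dose yields 30% or more activation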;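 note: 100% = tunicamycin at 10 µg/mL and 0% = DMSO only wells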
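Material – CHO cell line with stable XBP1 luciferase reporter · Buffer or medium – F12 plus 10% FBS · Compound – single point, 20 µM final compound, 1% DMSO · Schedule – 16-18 h cell attachment at 37 °C, then 6 h compound exposure · Signal – Steady-Glo luminescence read · Benchmarks – high control tunicamycin 10 µg/mL final, low control DMSO vehicle only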
APJ agonist = APJ receptor agonism; CHO-K1 APJ PathHunter beta-arrestin, luminescence; 0% DMSO wells, 100% apelin; activation, % at 20 µM; 330,000 tested, 0.11% active; AID 2520;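 active = activation more than six SD over the plate average, tested at 20 µM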;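 note: 0% = DMSO alone and 100% = apelin-13 at 10 nM; some results filed as inactive read as strong as hits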
Target sequence (P35414 whole entry, looked up): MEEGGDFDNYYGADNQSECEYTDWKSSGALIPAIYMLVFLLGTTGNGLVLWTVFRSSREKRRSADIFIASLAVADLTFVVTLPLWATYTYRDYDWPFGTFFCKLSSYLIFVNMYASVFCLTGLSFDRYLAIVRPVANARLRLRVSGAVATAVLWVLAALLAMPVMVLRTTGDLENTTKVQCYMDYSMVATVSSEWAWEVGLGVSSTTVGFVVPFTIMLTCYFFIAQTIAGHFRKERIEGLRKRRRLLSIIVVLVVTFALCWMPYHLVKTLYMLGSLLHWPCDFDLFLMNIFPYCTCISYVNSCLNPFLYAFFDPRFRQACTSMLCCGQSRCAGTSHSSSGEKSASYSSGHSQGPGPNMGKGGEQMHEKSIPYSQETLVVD
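assay system = CHO-K1 APJ beta-arrestin complementation cell line | input = cell density 1000 per well | dosing = compound 20 µM once, DMSO 1% | timing = compound 90 min 25 °C, reagent 1 h | measured by = luminescence from split beta-galactosidase complementation, Galacton Star/Emerald II substrate | read-out basis = APJ agonist activity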
Mdm2-MdmX inh = human Mdm2/MdmX binding inhibition; SaOS-2 split-luciferase Mdm2/MdmX complementation, luminescence; inhibition, % at 8 µM; 330,000 tested, 3% active; AID 485346;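 active = inhibition of at least 50% at 8 µM in the primary screen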
TIM10 inh = TIM10 yeast growth inhibition. S. cerevisiae TIM10 strain growth, BacTiter-Glo luminescence, 24 h. inhibition, % at 10 µM. 330,000 tested, 1.4% active. AID 463195;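 active = inhibition of 40% or more at the single tested concentration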;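 note: wild-type TIM10 isogenic control strain grown at permissive 25 °C; 0% = DMSO yeast wells and 100% = minimal medium wells without yeast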
tim10-1 inh = inhibits growth of tim10-1 mutant yeast. S. cerevisiae tim10-1 ts strain growth, BacTiter-Glo, 24 h. inhibition, % at 20 µM. 330,000 tested, 2.2% active;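 active = inhibition of at least 40%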;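 note: mutant grown at 25 °C; 0% = DMSO wells with yeast and 100% = wells holding no yeast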
CXCR6 inh = CXCR6 (human) receptor inhibition; inhibition, % at 20 µM; CHO-K1 PathHunter CXCR6 beta-arrestin, luminescence; O00574; 360,000 tested, 0.36% active; in the data active = inhibition above about 34%, passing the limit was not always enough;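 note: antagonist mode with CXCL16 agonist at 10 nM final; 0% = 10 nM CXCL16 with DMSO and 100% = unstimulated wells without agonist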
Target sequence (O00574 whole entry, looked up): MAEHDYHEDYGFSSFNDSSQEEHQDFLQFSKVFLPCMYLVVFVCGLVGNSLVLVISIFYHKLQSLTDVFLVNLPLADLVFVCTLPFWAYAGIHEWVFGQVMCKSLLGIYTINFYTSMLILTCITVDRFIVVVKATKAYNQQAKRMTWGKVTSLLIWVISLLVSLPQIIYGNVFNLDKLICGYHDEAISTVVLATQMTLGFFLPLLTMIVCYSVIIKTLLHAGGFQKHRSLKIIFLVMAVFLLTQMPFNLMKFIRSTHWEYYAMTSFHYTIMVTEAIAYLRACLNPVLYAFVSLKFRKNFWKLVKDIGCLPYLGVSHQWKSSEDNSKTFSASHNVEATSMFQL
APJ antag = antagonists of human APJ apelin receptor; inhibition, % at 20 µM; 330,000 tested, 0.32% active; CHO-K1 APJ beta-arrestin complementation, luminescence; P35414; AID 2521;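 active = inhibition above about 40% at 20 µM, limit read from the data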;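 note: cells challenged with 10 nM apelin-13 agonist together with compound; plate controls were apelin-13 plus DMSO wells for no effect and DMSO wells lacking apelin-13 for full effect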
* marks the source's active call; other numbers are inactive results; · = not tested or not shown.

The first 2 compounds, to show the layout:
SMILES	UPR CHOP act	tim23-1 inh	UPR XBP1 act	APJ agonist	Mdm2-MdmX inh	TIM10 inh	tim10-1 inh	CXCR6 inh	APJ antag
Cc1ccccc1NC(=S)N(CCCN1CCOCC1)Cc1cccs1	0.8	3.1	0.7	-3.7	-3.3	3.6	14.8	-3.6	-7.8
COC(=O)c1c(C(=O)OC)c2oc3ccccc3n2c1Cl	-2.7	27.0	7.0	-5.3	5.4	-12.3	17.6	4.8	10.5

The listing (from the top)
SMILES	UPR CHOP act	tim23-1 inh	UPR XBP1 act	APJ agonist	Mdm2-MdmX inh	TIM10 inh	tim10-1 inh	CXCR6 inh	APJ antag
Cc1ccccc1NC(=S)N(CCCN1CCOCC1)Cc1cccs1	0.8	3.1	0.7	-3.7	-3.3	3.6	14.8	-3.6	-7.8
COC(=O)c1c(C(=O)OC)c2oc3ccccc3n2c1Cl	-2.7	27.0	7.0	-5.3	5.4	-12.3	17.6	4.8	10.5
O=C(Nc1cccc(N2C(=O)C3C4C=CC(C4)C3C2=O)c1)c1cccs1 (stereo not given)	0.7	29.5	1.1	-2.1	17.4	19.6	17.6	0.6	13.6
COc1ccc(-c2nc3nc(C)cc(C)n3n2)cc1	2.8	23.0	-1.3	10.8	-76.2	-9.9	27.9	-1.2	-0.9
N#CCCn1c(SCC(=O)N2CCN(S(=O)(=O)c3ccccc3)CC2)nc2ccccc21	-2.6	3.2	-0.7	1.8	3.1	5.6	10.4	-3.1	3.1
CC(C)CN(Cc1cc2ccccc2[nH]c1=O)C(=O)c1cccnc1	1.9	18.4	3.0	-2.2	-3.1	-9.3	12.8	-6.2	-22.1
CC(C)(C)OC(=O)N[C@H](C(=O)OC(C)(C)C)c1ccc(Br)cc1	0.6	36.7	-3.1	-4.0	19.0	21.3	18.5	-2.7	22.2
c1ccc2c(c1)nc(-c1ccncc1)n2CCNc1nc(CN2CCCCC2)cs1	-1.6	-4.7	-2.8	6.0	25.5	-7.4	8.8	-1.1	0.4
COc1ccc(NC(=O)CN(C)C(=O)CCc2ccccc2)cc1	1.2	2.6	-1.3	-0.5	8.8	1.1	-4.6	3.9	3.4
CCC(=O)NC(=S)Nc1cccc(NC(=O)c2ccco2)c1	-1.5	20.6	-2.0	-2.0	9.3	9.9	12.7	-6.8	10.4
Cc1ccc(NC(=O)/C(C#N)=C/c2cc(C)n(-c3ccc(N4CCOCC4)c([N+](=O)[O-])c3)c2C)c(C)c1	-0.5	10.4	-2.3	-1.1	33.2	8.7	-10.4	-2.0	7.0
COc1cccc(CCc2nnc(CCC(=O)N3CCCC3c3nccs3)o2)c1 (stereo not given)	-0.8	15.2	4.2	-2.8	-8.2	3.9	20.2	3.0	11.4
COc1ccc(-c2cc(-c3cc(F)ccc3O)[nH]n2)cc1OC	3.7	25.3	9.7	-1.4	-6.7	38.4	40.0	-3.1	-22.7
CC(=O)Nc1ccc(NC(=O)C(C)OC(=O)CSCc2cccc(Cl)c2)cc1 (stereo not given)	1.5	19.0	-2.0	13.4	5.7	-1.8	0.0	-5.7	17.2
CC1=C(C(=O)OCc2ccccc2)C(c2ccccc2OS(=O)(=O)c2ccccc2[N+](=O)[O-])NC(=O)N1CCCC(=O)O (stereo not given)	0.4	12.4	-2.4	9.6	-10.6	0.2	9.1	·	-32.6
CCn1cc(C(=O)NCC2CCCO2)c(=O)c2cc(S(=O)(=O)N3CCCCCC3)ccc21 (stereo not given)	-2.0	0.3	-2.0	-2.1	21.0	-2.0	8.1	-5.2	-3.7
CS(=O)(=O)N1CCN(Cc2cc(=O)n3ccsc3n2)CC1	2.9	-1.8	-3.2	-2.3	-9.7	5.4	-6.5	2.4	-6.4
CC(=O)c1ccc(NS(=O)(=O)c2ccc(C)cc2)cc1	-0.5	9.1	-1.7	-3.7	1.7	27.9	20.4	6.0	6.4
Cc1nnc(NC(=O)c2ccc3ccccc3c2)o1	-0.6	-72.9	0.1	-12.6	3.7	17.6	18.0	7.7	-1.7
O=C(O)CSc1nnc(NC(=O)CN2CCOCC2)s1	3.1	-0.1	-2.1	-0.6	6.7	-0.4	-4.3	16.7	13.5

Individual results from the list:
In TIM10 inh, Cc1ccc(NC(=O)/C(C#N)=C/c2cc(C)n(-c3ccc(N4CCOCC4)c([N+](=O)[O-])c3)c2C)c(C)c1 has 8.7
In tim10-1 inh, O=C(Nc1cccc(N2C(=O)C3C4C=CC(C4)C3C2=O)c1)c1cccs1 (stereo not given) has 17.6

Carrying on.
SMILES	UPR CHOP act	tim23-1 inh	UPR XBP1 act	APJ agonist	Mdm2-MdmX inh	TIM10 inh	tim10-1 inh	CXCR6 inh	APJ antag
CC(C)(C)OC(=O)NC1CONC1=O (stereo not given)	1.8	-7.5	1.8	-0.9	-29.5	9.6	8.9	0.7	-10.7
O=C1Nc2cc(C(=O)N3CCN(Cc4ccccc4)CC3)ccc2SC1N1CCOCC1 (stereo not given)	-3.3	21.4	-4.3	-1.9	21.2	2.8	5.3	5.9	-26.2
CSc1ccccc1C(=O)N1CCN(c2cccc(Cl)c2)CC1	-0.8	5.6	-1.3	-0.4	46.8	-20.4	-40.4	9.4	2.8
CCC1CCc2c(sc3nc(SCC(=O)NCc4ccco4)n(-c4ccccc4)c(=O)c23)C1 (stereo not given)	2.7	1.5	43.2*	0.9	55.5*	3.7	4.5	-1.7	11.4
Cc1ccccc1NC(=O)CSCc1cc(=O)n2ccsc2n1	2.6	8.3	-1.7	2.1	39.8	1.3	17.0	-5.1	23.2
CC(C)CC(C)N1CCC(n2nccc2NC(=O)CCc2ccccc2)CC1 (stereo not given)	16.3	-1.1	-2.5	-3.7	1.0	-3.5	-3.7	0.8	10.0
COc1ccc(NC(=O)[C@@H]2[C@@H]3C(=O)N(C4CCCCC4)C(=O)[C@@H]3C3c4ccccc4C=CN32)cc1 (stereo not given in full)	-0.4	4.9	-4.1	-6.3	15.9	-4.1	3.0	4.2	-5.7
CC12CC3(C)CC(C)(C1)CC(C(=O)NCc1ccccn1)(C2)C3	0.4	34.2	-0.4	-4.4	6.1	2.6	16.3	3.7	5.7
Cc1onc(-c2ccccc2)c1C(=O)Nc1nnc(CC(C)C)s1	0.5	7.2	-4.6	0.0	22.9	-3.6	10.8	-2.4	-33.4
O=C(O)CCn1cnc2ccccc2c1=O	0.6	1.9	-2.8	0.4	3.0	-6.7	5.9	5.7	10.7
CCOc1ccc2nc(COC(=O)c3cccs3)c(C(=O)c3ccccc3)[n+]([O-])c2c1	5.9	10.3	-3.8	-2.1	23.2	7.8	15.9	3.5	5.2
CC1=NN(c2ccccc2)C(=O)/C1=C\N(O)c1ccccc1	1.3	3.5	-2.4	2.5	12.4	7.8	-8.5	9.0	-29.5
COc1ccc(/C=N/NC(=O)c2cc(OC)c(OC)c(OC)c2)cc1CN1CCc2cc(OC)c(OC)cc2C1C (stereo not given)	0.5	11.8	0.6	-0.8	34.0	5.9	-0.2	0.8	11.9
CSC(=NNC(=O)c1ccc(O)cc1)SC	0.7	0.8	0.1	-2.8	15.3	-7.1	-3.0	9.7	6.1
CN1CCN(CCC(=O)N/N=C/c2cc3c(cc2[N+](=O)[O-])OCO3)CC1	-1.1	-6.9	-6.7	4.6	9.2	2.3	7.4	-3.8	-28.3
COc1ccccc1NC(=O)CN1CCN(CC(=O)Nc2ccc3c(c2)OCO3)CC1	-10.6	8.6	-2.8	3.0	14.9	-6.9	18.1	-4.9	-24.1
COc1ccc(CCN(C(=O)c2ccc(F)cc2)C2=CC3CCC(C2)N3C)cc1OC (stereo not given)	1.5	4.3	-2.4	-0.5	-16.4	-1.9	8.3	-8.9	-7.1
COc1ccc(-c2noc(CCC(=O)Nc3cccnc3)n2)cc1	0.2	-1.2	-2.5	5.6	9.5	6.8	4.0	-18.6	3.4
CCOc1ccc(C(=O)Nc2ccc(CN3CCOCC3)cc2)cc1Br	0.6	13.4	-2.3	-3.1	-8.9	-37.0	-35.5	6.6	3.4
CCN1CCN(CCCNC(=O)c2cc3sccc3n2CC)CC1	-1.3	14.6	-0.7	-0.4	-34.5	7.9	7.3	-1.7	13.8
CCOP(=O)(OCC)c1nc(-c2ccc(OC)cc2)oc1N1CCOCC1	0.2	4.0	1.6	-3.3	-16.3	-3.2	12.9	3.7	-7.6
CCCn1cc(SCC(=O)NCc2ccc3c(c2)OCO3)c2ccccc21	1.4	25.6	-3.6	-3.7	-17.5	-9.4	21.1	1.2	-7.7
Cc1no[n+]([O-])c1COc1ccc(/C=C2\NC(=S)NC2=O)cc1	0.5	6.5	1.4	-0.2	15.4	-2.9	-2.5	·	10.4
Cc1ccc(N2CC(C(=O)Nc3nnc(C)s3)CC2=O)cc1 (stereo not given)	-0.3	6.2	-2.3	2.3	-2.4	-12.7	-12.6	2.9	-7.4
Cc1ccccc1OCCC(=O)N1CCN(S(=O)(=O)c2ccc(Cl)cc2)CC1	-0.1	29.1	-3.5	-4.6	32.5	-8.4	7.6	-1.7	5.0
C=CCn1c(Cc2cccc3ccccc23)n[nH]c1=S	-0.4	31.0	-1.6	-2.3	-14.7	26.0	10.9	-2.2	3.8
CNc1snc(C)c1C(=O)OCC(=O)N(C)Cc1ccccc1	0.0	0.7	-4.0	-3.1	16.4	3.8	-2.7	-2.1	-3.8
Cc1ccc(CN=c2c([N+](=O)[O-])nn(-c3ccc4c(c3)OCCO4)n2O)cc1	3.1	-4.0	1.4	5.8	-148.0	8.3	-1.9	-6.3	-10.6
CN(c1ccc(O)cc1)c1nc(-c2cccnc2)cs1	4.4	37.5	-2.3	3.7	-66.9	-2.9	-2.6	-0.3	-9.5
Cc1ccc2c(CC(=O)NCC(=O)Nc3c(C)cccc3C)coc2c1	2.3	-8.4	-2.4	12.2	-27.2	19.8	-0.9	0.7	12.0
CCCC(CCC(=O)OC)(C(=O)OCC)c1csc(N)n1 (stereo not given)	-2.2	7.9	-1.0	5.0	11.3	12.7	4.9	-2.3	12.1
COc1ccccc1NC(=S)NCc1ccccc1	0.3	22.5	-4.9	0.6	7.4	14.8	16.6	-5.5	-22.2
C/C=C/c1ccc(OCCCCOc2ccccc2C(C)=O)c(OC)c1	-0.2	13.7	-2.6	-2.9	-15.4	5.0	15.8	-10.8	-5.2
Oc1cccc(/C=N\Nc2nncc(-c3ccccc3)n2)c1	4.7	5.7	5.3	4.5	-52.5	16.9	-3.8	-1.7	-7.5
COc1cc(OC)c(S(=O)(=O)N2CCCCC2)cc1S(=O)(=O)N1CCCCC1	-1.4	18.7	-2.3	-3.5	4.0	1.9	10.2	3.7	5.2
CC(=O)c1cccc(NC(=O)CN2CCc3cc4c(cc3C2)OCCCO4)c1	-1.0	21.0	-4.1	-1.9	9.1	-4.2	9.8	0.4	-8.1
COC(=O)c1sc2ccccc2c1-n1cccc1C(=O)C(=O)Nc1ccccc1	-3.4	19.1	-4.8	0.5	26.0	2.7	12.3	3.2	9.3
CCN(CC)CCC(=O)N1c2ccccc2Sc2ccc(NC(=O)OC)cc21	-1.1	30.7	-1.7	-2.1	27.5	18.8	25.0	-4.9	-26.5

Screens from PubChem.

These rows are one share of the data; rates above refer to the full screens.
